FLuc counter – firefly luciferase modulation, counter-screen for miR-21 project. Potency, µM (highest dose often 57.5 µM), inactives show at the highest dose activity change, negative = inhibition, usual class: inhibitors. purified FLuc, Km substrates, luminescence inhibition. hit rate 6.9% among 360,000. AID 588342. P08659;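 also: plate controls were vehicle for no effect and reference inhibitor for full effect; nearly all actives have a fitted effect of over 55% in size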
Target sequence (P08659 whole entry, looked up): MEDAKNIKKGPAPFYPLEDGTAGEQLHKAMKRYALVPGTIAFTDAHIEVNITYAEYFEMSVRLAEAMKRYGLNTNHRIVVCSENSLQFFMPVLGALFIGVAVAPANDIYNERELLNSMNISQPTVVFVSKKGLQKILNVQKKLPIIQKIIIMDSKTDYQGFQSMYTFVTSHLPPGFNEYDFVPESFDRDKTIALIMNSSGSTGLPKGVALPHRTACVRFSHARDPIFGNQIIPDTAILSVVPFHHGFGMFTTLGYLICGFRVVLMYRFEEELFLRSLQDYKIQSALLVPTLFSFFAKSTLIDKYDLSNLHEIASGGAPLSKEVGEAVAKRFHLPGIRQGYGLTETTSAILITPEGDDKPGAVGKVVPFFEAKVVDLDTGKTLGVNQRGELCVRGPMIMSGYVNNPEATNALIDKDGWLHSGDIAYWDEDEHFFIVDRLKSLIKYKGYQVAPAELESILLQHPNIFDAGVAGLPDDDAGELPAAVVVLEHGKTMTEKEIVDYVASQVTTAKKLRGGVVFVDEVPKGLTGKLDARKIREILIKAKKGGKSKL
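Biochemical qHTS of compounds, final roughly 60 µM downward over six points, against 10 nM purified firefly luciferase using Km concentrations of substrates (10 uM D-luciferin, 10 uM ATP) in Tris acetate pH 7.5 buffer; luminescence output.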
NPC1 prom act – NPC1 promoter activation; Huh7 NPC1 promoter luciferase reporter, 24 h; Potency, µM (series often up to 9.22 µM), inactives show at the highest dose activation, usual class: activators; hit rate 2.4% among 320,000;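 also: % of control where 0% means no effect; nearly all actives have a fitted effect of over 60% in size; reporter is driven by a mutant NPC1 promoter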
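Readout is luciferase luminescence, reflecting NPC1 promoter activation in stably transfected Huh7 cells after 24 h compound exposure at 37 °C in reduced-serum medium with 10% FBS.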
BRCA1 expr act – activators of BRCA1 expression; AID 624202; Potency, µM (highest dose often 46.1 µM), for inactives: at the top dose activation, most hits filed as activators; hit rate 1.1% among 380,000; MCF7-BRCA1-FFLuc reporter, luminescence, 48 h; response scale: scaled: vehicle 0%, 10 µM genistein 100%; also: nearly all actives have a fitted effect of over 80% in size; some results filed as inactive show a strong effect at the top dose
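Quantitative HTS in MCF7 cells stably reporting BRCA1 expression via firefly luciferase. Compound treatment lasts 48 h at 37 °C in phenol-red free MEM. Activation is expressed relative to genistein at 10 microM and DMSO.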
p53 reactivation – mutant p53 re-activation in reporter cells | H1299 p53-A138V BP100-luciferase reporter, luminescence, 24 h | Potency, µM (highest dose often 92.2 µM), for inactives: top-dose activity change, positive = activation, usual class: activators | hit rate 0.063% among 320,000 | AID 504706; also: % of control where 0% means no effect; nearly all actives have a fitted effect of over 45% in size
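p53-null H1299 cells stably carrying temperature-sensitive p53-A138V and a BP100-luciferase reporter were pinned with compounds (4-point, 1:5 series) and held 24 hrs at 37 deg C. Luminescence was read 10 min after detection reagent.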
Gal4-VP16 FLuc – inhibits Gal4-VP16 luciferase reporter, ROR gamma counter-screen; Drosophila S2 Gal4-VP16 UAS-luciferase, luminescence, 20 h; Potency, µM (highest dose often 53.6 µM), inactives show at the highest dose activity, negative = inhibition, usual class: inhibitors; hit rate 3.5% among 310,000; AID 2546;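 also: Gal4-VP16 expression switched on by copper sulfate through the metallothionein promoter; % is scaled to controls: 0 for no effect and ±100 for the full control effect; nearly all actives have a fitted effect of over 50% in size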
MBNL1-CUG inh – blocks human MBNL1 binding to CUG repeat RNA; AID 2675; Potency, µM (doses to about 57.5 µM), for the others: top-dose activity change, negative = inhibition, most hits filed as inhibitors; hit rate 0.036% among 280,000; TR-FRET MBNL1-His/biotin-(CUG)12 binding, 665/545 ratio; active = well fitted inhibition curve with a large enough effect in the signal ratio, with a control signal flat, not every such curve was filed as active; inconclusive = small, poorly fitted or top-dose-only effect, or effect the other way, or a change in a side signal; inactive = no such curve, though single readings can be large or run the other way; the % refers to the signal ratio; also: % is scaled to controls: 0 for no effect and ±100 for the full control effect
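Inhibition of protein-RNA binding appears as loss of TR-FRET between terbium anti-His antibody on MBNL1-His and streptavidin-XL665 on biotin-(CUG)12. Activity is normalized to buffer-only and uninhibited-complex controls.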
ELG1 genotoxic – induces genotoxicity in HEK293T cells with luciferase-tagged ELG1; hit rate 1.3% among 330,000; HEK293T ELG1-luciferase reporter, luminescence, 16 h; Potency, µM (titrated, usually from 46 µM), for the others: top-dose activity change, positive = activation, actives largely listed as activators; also: % of control where 0% means no effect; nearly all actives have a fitted effect of over 60% in size
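Genotoxicity was scored as increased ELG1-luciferase reporter signal, measured by ONE-Glo luminescence (30 min, room temperature). Compound or vehicle exposure of the HEK293T reporter cells lasted 16 hr at 37°C.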
uPA surface inh – blocks generation of uPA at the cell surface; hit rate 0.31% among 330,000; cell surface uPA generation assay, qHTS; AID 540303; Potency, µM (doses to about 38.3 µM), for the others: at the highest dose activity change, negative = inhibition, actives largely listed as inhibitors; active = well fitted inhibition curve with a large enough effect; inconclusive = small, poorly fitted or top-dose-only effect; inactive = no such curve, though single readings can be large or run the other way; tested in mouse RAW 264.7 cells; also: % is scaled to controls: 0 for no effect and ±100 for the full control effect; nearly all actives have a fitted effect of over 55% in size
Rab9 promoter act – Rab9 promoter activation | AID 485297 | hit rate 2.8% among 320,000 | Huh7 Rab9 promoter-luciferase reporter, luminescence, 24 h | Potency, µM (titrated, usually from 9.22 µM), for inactives: at the top dose activation, negative = inhibition, most hits filed as activators; also: % of control where 0% means no effect; nearly all actives have a fitted effect of over 60% in size
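Huh7 reporter line, Rab9 promoter upstream of luciferase. Compound exposure 24 h at 37 °C in reduced-serum medium with 10% FBS. Read-out: luminescence.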
RORg inh – ROR gamma (mouse) transcription inhibition; P51450; Drosophila S2 Gal4-RORgamma UAS-luciferase reporter, 20 h; Potency, µM (doses to about 53.6 µM), without a hit: top-dose activity change, negative = inhibition, usual class: inhibitors; hit rate 5.4% among 310,000; also: % is scaled to controls: 0 for no effect and ±100 for the full control effect; nearly all actives have a fitted effect of over 60% in size
Target sequence (P51450 whole entry, looked up, the tested form may be a part): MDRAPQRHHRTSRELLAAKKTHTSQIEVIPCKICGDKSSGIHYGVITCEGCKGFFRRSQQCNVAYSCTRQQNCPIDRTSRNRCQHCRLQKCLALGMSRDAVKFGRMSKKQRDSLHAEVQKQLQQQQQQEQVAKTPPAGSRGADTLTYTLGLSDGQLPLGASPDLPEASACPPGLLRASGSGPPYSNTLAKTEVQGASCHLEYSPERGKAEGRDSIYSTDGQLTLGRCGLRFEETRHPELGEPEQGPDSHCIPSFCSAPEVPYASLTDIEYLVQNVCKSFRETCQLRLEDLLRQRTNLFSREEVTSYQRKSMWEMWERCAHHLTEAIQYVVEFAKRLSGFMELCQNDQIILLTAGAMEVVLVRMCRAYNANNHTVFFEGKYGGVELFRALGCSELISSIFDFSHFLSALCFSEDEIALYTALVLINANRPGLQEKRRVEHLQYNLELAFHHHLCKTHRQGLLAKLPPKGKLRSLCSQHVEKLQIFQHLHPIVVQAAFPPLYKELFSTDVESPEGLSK
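Using a luciferase readout, inhibitors were identified by reduced reporter activity in Drosophila cells coexpressing a copper-inducible Gal4–ROR gamma fusion and UAS-driven Photinus luciferase, incubated 20 hr after 700 uM copper sulfate.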
* hit, by the source's call; u = inconclusive; x = no result given; [ ] = dose if it differs, or a comment. Unless noted, calls follow the shape of the dose curve; as a rule, active = well fitted curve in the direction sought with a large enough effect; inconclusive = small, poorly fitted or top-dose-only effect, or another doubt; inactive = no such curve, though single readings can be large; an effect the other way counts as inactive or inconclusive. Potency is read from the fitted curve at half-maximal effect.

Sequence of screens – FLuc counter	MBNL1-CUG inh	RORg inh	uPA surface inh	NPC1 prom act	Gal4-VP16 FLuc	Rab9 promoter act	p53 reactivation	ELG1 genotoxic	BRCA1 expr act
> N#C/C(=C\c1cccn1-c1ccccc1)C(=O)NC1CCCCC1
→ -3%	23%	44%	7%	-16%	-24%	-14%	7%	0%	-73%
> O=c1c2oc3ccccc3c2ncn1Cc1ccc(F)cc1
→ -3%	-1%	-1%	2%	1%	-4%	-4%	1%	5%	11%
> COc1ccccc1NS(=O)(=O)c1cccc(NC(=O)Nc2ccccc2)c1
→ u	-6%	u	4%	-2%	-4%	0%	6%	-5%	-66%
> COc1ccccc1CNC(=O)COC(=O)c1ccc(C)s1
→ 4%	x	x	20%	1%	x	0%	-4%	-2%	0%
> CCOC(=O)CSc1nc(C)cc(=O)[nH]1
→ 7%	-3%	1%	x	x	-6%	x	x	x	-4%
> CCOC(=O)C1(Cc2cccc(F)c2)CCN(C2CCOCC2)CC1
→ 0%	-11%	7%	-3%	-7%	-2%	-10%	-2%	1%	2%
> Cc1ccc(C)c2c1cc(C)c1nnc(SCC(=O)Nc3nc4c(s3)CCCC4)n12
→ 2%	x	14%	0%	-1%	0%	-2%	7%	-3%	-54%
> CCC(=O)N1CCc2cc(OC)c(OC)cc2C1COc1ccc(C(=O)OC)cc1 (stereo unspecified)
→ u	-2%	-3%[0.365 µM]	x	0%	x	-2%	-12%	-19%	-20%
> Cc1ccc(S(=O)(=O)N2CCC(C(=O)O)CC2)cc1
→ 0%	3%	-20%	-1%	-7%	2%	-4%	-1%	2%	15%
> CC1CCCCN1CCCNC(=O)c1cc(Br)c(Br)[nH]1 (stereo unspecified)
→ 6%	5%	3%	-2%	0%	12%	-1%	-2%	-1%	-18%
> Cc1ccc(S(=O)(=O)/N=C(/c2ccccc2)N2CCOCC2)c(C)c1
→ 1%	-8%	-8%	-10%	0%	3%	-9%	1%	1%	2%
> CCCc1nnc(NC(=O)Nc2ccccc2OC)s1
→ u	5%	u	6%	15%	u	17%	u	u	22µM*
> CN(C)CCCNc1nc(N)c([N+](=O)[O-])c(NCc2ccccc2)n1
→ 1%	u	-2%	0%	-2%	2%	-9%	-7%	-3%	-19%
> CC(NC(=O)Cn1cccc1C(=O)c1ccccc1)c1ccccc1 (stereo unspecified)
→ 1%	-6%	-11%	3%	1%	12%	2%	-6%	-2%	9%
> O=C(CCc1ccccc1)N[C@@H]1c2ccccc2CC[C@H]1OCc1ccccc1
→ x	x	x	-2%	x	x	x	-4%	-5%	3%
> COCCN(C(=O)COC(=O)c1ccc(C)o1)c1c(N)n(Cc2ccccc2)c(=O)[nH]c1=O
→ 4%	x	x	1%	1%	x	-4%	-4%	0%	-17%
> O=C(CSc1ccccc1Cl)N1CCC(c2nc3ccccc3s2)CC1
→ -15%	-8%	2%	-3%	1%	-1%	-6%	-8%	1%	-39%
> CC(=O)c1sc(NC(=O)c2ccc(F)c(S(=O)(=O)N3CCOCC3)c2)nc1C
→ 19µM*	x	x	-4%	-1%	x	0%	11%	0%	24%
> COc1ccc(Cl)cc1NC(=O)c1cccnc1
→ -2%	-1%	7%	x	2%	-2%	-14%	-6%	1%	-26%
> O=C(Nc1cccc(O)c1)C1CC(c2cccc(Br)c2)=NO1 (stereo unspecified)
→ 3%	-2%	-9%	2%	-3%	-22%	1%	-20%	0%	-25%
> CCN(CC(=O)NCc1cccs1)C(=O)CCC(=O)c1ccc(C)cc1
→ 6%	x	x	-1%	0%	x	-3%	-3%	1%	-2%
> OCCCNc1cc(-c2ccnc(Nc3cccc(Cl)c3)n2)ccn1
→ u	-4%	1.8µM*	u	-43%[inhibitor]	1µM*	-47%[inhibitor]	u	-8%	-70%
> Cn1ccnc1C1CCCCN1C(=O)c1cc(COc2ccc(F)cc2F)on1 (stereo unspecified)
→ 3%	-3%	3%	-1%	-2%	4%	-2%	-3%	-6%	-6%
> COc1ccccc1C(=O)Nc1ccc(S(=O)(=O)Nc2cnc3ccccc3n2)cc1
→ -2%	7%	10%	4%	-8%	-13%	0%	-3%	4%	0%
> Cc1nn(Cc2nc(-c3cccs3)no2)c(C)c1Br
→ -3%	18%	33%	10%	0%	9%	-6%	1%	5%	-20%
> NC(=O)C1(N2CCCCC2)CCN(C(=O)c2ccccc2)CC1
→ 1%	6%	-12%	17%	0%	2%	1%	2%	-6%	4%
> COc1cccc(-c2nnc(NC(=O)c3ccc(S(=O)(=O)N4CC(C)OC(C)C4)cc3)o2)c1 (stereo unspecified)
→ -1%	-5%	0.56µM*	-13%	-25%	1µM*	-18%	2%	-16%	-65%
> O=S(=O)(NCc1cn2ccccc2n1)c1cc(F)ccc1F
→ 1%	-9%	-13%	5%	-5%	26%	1%	0%	0%	1%
> CCc1cc(=O)oc2cc3occ(-c4ccc(OC)c(F)c4)c3cc12
→ 5%	0%	u	-9%	-33%[inhibitor]	13µM*	-26%	-19%	10%	-85%
> COc1ccc(/C=C/C(=O)Oc2cccc(/C=N/NC(=O)c3cccc(F)c3)c2)cc1
→ 2.4µM*	-6%	u	3%	3.5µM*	u	2.8µM*	17%	u	u
> NC(=O)CC(NC(=O)Cc1cccc2ccccc12)c1ccc(NCc2ccccn2)c([N+](=O)[O-])c1 (stereo unspecified)
→ 1%	u	0%	4%	0%	3%	-2%	1%	0%	9%
> COc1ccc(N(C)S(=O)(=O)c2cccc(C(=O)Nc3nnc(C4CC4)s3)c2)cc1
→ u	-2%	-2%	-12%	-3%	-7%	-4%	-6%	-10%	-3%
> Cn1c(NC(=O)c2ccccc2C(F)(F)F)cc(=O)n(C)c1=O
→ 0%	1%	-21%	-12%	-1%	-13%	-5%	11%	2%	3%
> COc1ccc(C2CN=NC23CCc2ccccc2C3=O)cc1 (stereo unspecified)
→ 17µM*	-13%	28%	4.5µM*	-3%	4%	1%	6%	2%	-65%
> O=C1OC(C(=O)Nc2ccccc2)Cc2ccccc21 (stereo unspecified)
→ 17µM*	-5%	26%	-6%	16%	u	u	u	11%	21%
> O=C(Nc1ccccc1)NC1CCN(Cc2nnnn2C2CCCCC2)CC1
→ 0%	-1%	24%	5%	-3%	3%	2%	-28%	-3%	-1%
> COc1ccc(-c2cc(-c3cccs3)nc3sc(C#N)c(N)c23)cc1
→ -16%	22%	11%	5%	7%	-8%	7%	-9%	-1%	-54%
> Cc1ccc(CN2C(=O)CCC2C(=O)NCCc2ccccc2)cc1 (stereo unspecified)
→ -1%	-3%	-9%	-1%	-3%	-3%	-6%	0%	4%	3%
> CC(C)(C)OC(=O)N1CCN(C(=O)c2[nH]cnc2C(=O)Nc2ccc(Cl)cc2)CC1
→ x	x	x	4%	x	x	x	1%	-8%	1%
> Nc1nc(Cl)nc2c1ncn2C1CC(O)C(CO)O1 (stereo unspecified)
→ -2%	x	x	u	0%	x	-15%	-13%	u	-44%

Copied from the entries so far for reference:
Sequence of screens – FLuc counter	MBNL1-CUG inh	RORg inh	uPA surface inh	NPC1 prom act	Gal4-VP16 FLuc	Rab9 promoter act	p53 reactivation	ELG1 genotoxic	BRCA1 expr act
> CCc1cc(=O)oc2cc3occ(-c4ccc(OC)c(F)c4)c3cc12
→ 5%	0%	u	-9%	-33%[inhibitor]	13µM*	-26%	-19%	10%	-85%
> COc1ccc(/C=C/C(=O)Oc2cccc(/C=N/NC(=O)c3cccc(F)c3)c2)cc1
→ 2.4µM*	-6%	u	3%	3.5µM*	u	2.8µM*	17%	u	u
> NC(=O)CC(NC(=O)Cc1cccc2ccccc12)c1ccc(NCc2ccccn2)c([N+](=O)[O-])c1 (stereo unspecified)
→ 1%	u	0%	4%	0%	3%	-2%	1%	0%	9%
> COc1ccc(N(C)S(=O)(=O)c2cccc(C(=O)Nc3nnc(C4CC4)s3)c2)cc1
→ u	-2%	-2%	-12%	-3%	-7%	-4%	-6%	-10%	-3%
> Cn1c(NC(=O)c2ccccc2C(F)(F)F)cc(=O)n(C)c1=O
→ 0%	1%	-21%	-12%	-1%	-13%	-5%	11%	2%	3%
> COc1ccc(C2CN=NC23CCc2ccccc2C3=O)cc1 (stereo unspecified)
→ 17µM*	-13%	28%	4.5µM*	-3%	4%	1%	6%	2%	-65%
> O=C1OC(C(=O)Nc2ccccc2)Cc2ccccc21 (stereo unspecified)
→ 17µM*	-5%	26%	-6%	16%	u	u	u	11%	21%
> O=C(Nc1ccccc1)NC1CCN(Cc2nnnn2C2CCCCC2)CC1
→ 0%	-1%	24%	5%	-3%	3%	2%	-28%	-3%	-1%
